# Screening data as filed in PubChem BioAssay.
# PAFAH1B3 FP inh – PAFAH1B3 enzyme inhibitors, primary screen, biochemical, fluorescence polarization, human; recombinant PAFAH1B3, FP-rhodamine probe; inhibition, % at 3.39 µM; 340,000 tested, 0.28% active;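 active means inhibition above the screen-wide average of all tested compounds plus 3 SD, cut at about 25% in these data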;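 further: 0% = enzyme with DMSO only and 100% = wells lacking PAFAH1B3 protein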
# Target sequence (Q15102 whole entry, looked up): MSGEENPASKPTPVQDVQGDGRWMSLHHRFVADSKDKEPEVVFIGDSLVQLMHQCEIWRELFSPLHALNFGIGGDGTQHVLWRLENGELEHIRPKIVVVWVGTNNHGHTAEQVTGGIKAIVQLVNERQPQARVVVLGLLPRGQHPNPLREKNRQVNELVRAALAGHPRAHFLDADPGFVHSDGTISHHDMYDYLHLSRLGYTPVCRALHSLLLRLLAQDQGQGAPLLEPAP
# PAFAH2 FP inh – PAFAH2 enzyme inhibitors, primary screen, biochemical, fluorescence polarization, human; Platelet-activating factor acetylhydrolase 2, cytoplasmic (Homo sapiens), Q99487; recombinant PAFAH2, FP-rhodamine activity probe; inhibition, % at 3.39 µM; 340,000 tested, 0.99% active;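 active means inhibition above the mean over all tested compounds plus 3 SD, cut at about 30% in these data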;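 further: inhibitors block probe labeling of enzyme so polarization drops; 0% = enzyme with DMSO and 100% = wells lacking PAFAH2 protein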
# LYPLA1 inh – LYPLA1 inhibitors, primary screen, counter-screen for PME1 inhibitor project, biochemical, fluorescence polarization, FP-Rh probe ABPP; Acyl-protein thioesterase 1 (Homo sapiens), O75608; recombinant LYPLA1; inhibition, % at 5.9 µM; 320,000 tested, 0.16% active; AID 2174, 2009;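 active means inhibition above the mean of all tested compounds plus 3 SD, set per campaign, cut at about 14% in these data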;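 further: inhibitors block serine hydrolase probe labeling of LYPLA1 so polarization falls; 0% = enzyme with DMSO and 100% = wells lacking LYPLA1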
# Target sequence (O75608 whole entry, looked up): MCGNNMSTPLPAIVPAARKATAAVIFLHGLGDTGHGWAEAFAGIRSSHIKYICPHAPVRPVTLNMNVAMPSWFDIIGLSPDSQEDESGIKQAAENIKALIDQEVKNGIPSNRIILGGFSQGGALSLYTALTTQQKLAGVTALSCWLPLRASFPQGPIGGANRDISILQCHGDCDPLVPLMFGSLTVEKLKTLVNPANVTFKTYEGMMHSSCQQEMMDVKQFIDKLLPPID
# PAFAH1B2 inh – PAFAH1B2 enzyme inhibitors, primary screen, biochemical, fluorescence polarization, human | Platelet-activating factor acetylhydrolase IB subunit alpha2 (Homo sapiens), P68402 | recombinant PAFAH1B2, FP-rhodamine activity probe | inhibition, % at 3.39 µM | 340,000 tested, 1.2% active;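 active means inhibition above the mean of all tested compounds plus 3 SD, cut at about 24% in these data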;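 further: 0% = enzyme with DMSO and 100% = wells lacking PAFAH1B2; many of its hits are not listed in these tables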
# LYPLA2 inh – LYPLA2 inhibitors, primary screen, counter-screen for PME1 inhibitor project, biochemical, fluorescence polarization, FP-Rh probe ABPP. Acyl-protein thioesterase 2 (Homo sapiens), O95372. recombinant LYPLA2. inhibition, % at 5.9 µM. 320,000 tested, 0.38% active;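 active means inhibition above the screen-wide mean plus 3 SD, limit set per campaign, cut at about 26% in these data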;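 further: 0% = LYPLA2 with DMSO and 100% = wells lacking LYPLA2 enzyme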
# Target sequence (O95372 whole entry, looked up): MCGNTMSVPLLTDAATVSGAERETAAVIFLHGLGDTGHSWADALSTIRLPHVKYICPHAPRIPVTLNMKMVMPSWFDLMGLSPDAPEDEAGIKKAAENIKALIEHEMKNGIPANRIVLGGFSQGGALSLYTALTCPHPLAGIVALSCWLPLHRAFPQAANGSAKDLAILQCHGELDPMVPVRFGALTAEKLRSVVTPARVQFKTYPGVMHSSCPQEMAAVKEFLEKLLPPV
# pPAFAH FP inh – pPAFAH enzyme inhibitors, primary screen, biochemical, fluorescence polarization, human; inhibition, % at 3.39 µM; AID 463082, 2010; 330,000 tested, 1.5% active; recombinant pPAFAH, FP-rhodamine probe fluorescence polarization;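 active means inhibition above the mean inhibition across the screen plus 3 SD, cut at about 25% in these data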;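 further: inhibitors block binding of the rhodamine activity-based probe so polarization drops; 0% = enzyme with DMSO and 100% = wells lacking pPAFAH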
# ZTA DNA inh – blocks Epstein-Barr virus ZTA, an EBNA-1 counter-screen | P03206 | ZTA-DNA binding, fluorescence polarization | inhibition, % at 11 µM | 320,000 tested, 0.15% active; in the data active means inhibition above about 33%
# Target sequence (P03206 whole entry, looked up): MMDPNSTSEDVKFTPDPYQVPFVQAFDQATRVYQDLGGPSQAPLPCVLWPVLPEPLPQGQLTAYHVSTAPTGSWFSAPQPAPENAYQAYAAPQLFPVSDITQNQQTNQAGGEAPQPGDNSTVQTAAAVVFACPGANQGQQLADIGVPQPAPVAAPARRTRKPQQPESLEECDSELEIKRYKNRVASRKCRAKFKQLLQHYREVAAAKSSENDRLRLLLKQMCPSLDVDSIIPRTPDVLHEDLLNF
# EBNA-1 inh – EBNA-1 DNA-binding inhibitors, primary screen, biochemical, fluorescence polarization. inhibition, % at 14.8 µM. 300,000 tested, 0.34% active. AID 1950, 2009; in the data active means inhibition above about 28%
# PREPL inhibitor – PREPL enzyme inhibitors, primary screen, biochemical, fluorescence polarization. recombinant PREPL, fluorescence polarization activity-based probe. inhibition, % at 5.96 µM. Prolyl endopeptidase-like (Homo sapiens), Q4J6C6. 320,000 tested, 0.68% active; in the data active means inhibition above about 43%;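 further: 0% = enzyme with DMSO and 100% = wells lacking enzyme; many of its hits are not listed in these tables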
# Numbers without * were called inactive; . = not tested or not shown. The list is partial (hit frequency here may not be typical).
SMILES,PAFAH1B3 FP inh,PAFAH2 FP inh,LYPLA1 inh,PAFAH1B2 inh,LYPLA2 inh,pPAFAH FP inh,ZTA DNA inh,EBNA-1 inh,PREPL inhibitor
COc1ccc(Nc2nc(N3CCN(C)CC3)nc3ccccc23)c(OC)c1,8.3,0.7,2.0,9.3,0.7,2.0,-9.7,-7.7,26.0
COc1cc(NS(C)(=O)=O)cc(OC)c1OC,5.5,0.1,-5.4,3.9,-4.4,-10.5,10.4,-20.0,-1.0
NC(=O)c1nnn(-c2ccc([N+](=O)[O-])cc2)c1-c1ccccc1,8.3,7.1,4.8,-0.6,2.4,1.9,-12.5,4.2,5.3
NC(=O)c1ccc(NC(=O)CCC(=O)c2cccs2)cc1,4.2,5.5,0.3,-3.3,-9.6,15.6,4.3,7.2,-0.2
COC(=O)c1sc2nc3c(cc2c1N)C(=O)CC(C)(C)C3,4.1,1.0,2.8,6.6,3.2,3.8,-17.2,-11.0,2.6
CCn1c(SCC(=O)Nc2ccc(OC)cc2)nc2c1c(=O)n(C)c(=O)n2C,4.1,4.7,1.2,-0.7,3.1,-7.4,-13.9,-23.2,21.0
CCSC(=O)CCCCCCCCCCCO,5.1,1.0,5.4,4.7,14.9,7.4,-5.0,-0.7,5.2
CC1=C(C(=O)OCc2ccccc2)C(c2cccc(Br)c2)NC(=O)N1 (centres undefined),-6.0,-0.8,-0.1,2.4,4.8,0.7,10.9,6.0,-3.9
Cc1csc(N(C)C(=O)CSc2nnc(COc3cccc4ccccc34)o2)n1,-4.4,-3.4,-5.8,1.6,-8.2,6.2,3.8,-4.0,-4.0
O=C(Nc1ccsc1C(=O)O)c1ccccc1Cl,-3.2,1.9,-2.6,0.0,-3.2,-7.5,-6.2,-4.5,1.9
Cc1c(C(=S)NC(=O)C2CC2)c(=O)n(-c2ccccc2)n1C,11.2,2.6,-1.8,8.8,3.0,-1.2,-10.7,4.3,24.8
CC1(OC(=O)C2CCCC2)C(=O)C=C2C=C(c3ccsc3)N(Cc3ccccc3)C=C2C1=O (centres undefined),8.0,5.9,2.8,-2.6,10.0,6.2,-7.7,-10.4,37.5
COc1ccc(CNC(=O)C2CCCN(c3nc4ccccc4o3)C2)c(OC)c1 (centres undefined),-4.0,0.4,-3.4,2.6,1.8,2.3,8.9,-10.3,1.1
CN(Cc1ccccc1)C(=O)c1ccc(NC(=O)Cc2cccc(NC(=O)C3CCN(C(=O)C4CCCCC4)CC3)c2)cc1,5.5,0.2,-7.2,-5.1,-11.9,0.6,-3.2,.,1.1
C/C(=N\NC(=O)c1ccc(F)cc1)c1cccc(NC(=O)c2cccc(F)c2)c1,4.8,-1.1,-4.7,-4.1,6.5,5.5,20.8,9.2,19.6

# Overlap with the part before: 3 compounds, then new ones.
SMILES,PAFAH1B3 FP inh,PAFAH2 FP inh,LYPLA1 inh,PAFAH1B2 inh,LYPLA2 inh,pPAFAH FP inh,ZTA DNA inh,EBNA-1 inh,PREPL inhibitor
COc1ccc(CNC(=O)C2CCCN(c3nc4ccccc4o3)C2)c(OC)c1 (centres undefined),-4.0,0.4,-3.4,2.6,1.8,2.3,8.9,-10.3,1.1
CN(Cc1ccccc1)C(=O)c1ccc(NC(=O)Cc2cccc(NC(=O)C3CCN(C(=O)C4CCCCC4)CC3)c2)cc1,5.5,0.2,-7.2,-5.1,-11.9,0.6,-3.2,.,1.1
C/C(=N\NC(=O)c1ccc(F)cc1)c1cccc(NC(=O)c2cccc(F)c2)c1,4.8,-1.1,-4.7,-4.1,6.5,5.5,20.8,9.2,19.6
N#Cc1ccc(-c2ccc(OCC(O)CN3CCOCC3)cc2)cc1 (centres undefined),7.0,-0.9,0.7,1.6,1.2,3.7,-5.2,-3.1,-2.1
C(=N\N1CCN(Cc2ccccc2)CC1)/c1cccnc1,10.3,-7.1,-1.4,3.0,7.2,1.4,-7.6,-0.7,-11.8
Nc1nc(-c2ccc([N+](=O)[O-])cc2)c(C(=O)Nc2ccc(Cl)cc2)s1,6.6,0.6,3.0,1.9,5.7,5.2,9.8,4.0,-3.3
O=C(Nc1ccc(Cl)cc1)N1CCC(c2nc(-c3ccc(F)cc3)no2)CC1,1.6,8.7,-3.9,-2.4,4.2,-0.1,6.1,-15.9,-20.0
CC(C)Cn1c(=S)[nH]c2cc(C(=O)NCc3ccccc3F)ccc2c1=O,1.6,-0.3,1.6,0.8,0.7,0.3,-4.8,.,2.5
O=C(CSc1c2c(nc3ccccc13)CCCC2)NCc1ccco1,6.3,-3.0,0.5,2.1,-3.4,-0.8,13.4,3.1,4.3
Cc1ccc(NC(=S)N(CCN2CCOCC2)Cc2ccccc2F)cc1Cl,7.7,1.9,-1.4,1.4,1.6,3.8,1.7,-3.1,7.5
Cc1[nH]c(C)c(S(=O)(=O)N(C)Cc2ccccc2)c1C(=O)N1CCCC1,10.7,-4.6,0.5,2.8,5.0,1.3,1.9,0.0,5.4
Cc1cc(N2CCCCC2)nc(N2CCOCC2)n1,7.5,-4.4,-1.6,8.3,-5.6,4.7,3.2,1.2,-0.8
CC1CC(=O)NN=C1c1ccc(N)c([N+](=O)[O-])c1 (centres undefined),6.7,-3.5,-1.0,-1.9,-7.0,-1.2,-4.0,-12.7,5.8
CCCN1CN(Cc2ccco2)c2nc3ccccc3n2C1,10.0,0.3,0.7,4.1,11.3,2.8,-15.8,-6.8,11.5
CCOc1cc2c(cc1OCC)C(C(=O)O)C(c1cc(OC)c(OC)c(OC)c1)N(C)C2=O (centres undefined),2.9,-1.3,0.6,0.2,0.4,3.7,3.4,9.8,-0.6
COc1ccc(C2Nc3ccccc3C(=O)N2c2ccccc2)cc1CN1CCOCC1 (centres undefined),3.9,3.5,1.7,7.0,2.5,2.6,-6.5,-9.3,1.2
Cc1cccc(-c2cc3nc(C)c(C)c(NCCCn4ccnc4)n3n2)c1,1.6,7.0,4.7,0.2,2.5,17.0,-8.4,7.0,36.8
O=C(CSc1ncnc2c1cnn2-c1ccccc1)NC1CCS(=O)(=O)C1 (centres undefined),1.1,-1.7,-1.9,1.8,0.6,0.8,-11.1,.,0.7
O/N=C/c1ccc(OCc2ccccc2)c(Br)c1,-0.8,-12.0,-4.2,3.3,1.8,3.9,12.9,4.4,-14.1
O=C(Nc1cccnc1)c1cc(-c2ccccc2O)on1,4.7,0.0,-3.1,0.1,1.7,2.1,7.5,1.7,-0.6
S=C(NCCN1CCOCC1)N/N=C/c1cccs1,5.4,-6.7,1.3,1.5,-1.7,3.4,8.0,11.4,0.8
Cc1ccccc1NS(=O)(=O)c1ccc(NC(=O)c2nc3ncccn3n2)cc1,20.3,4.3,-3.0,-3.5,-3.1,29.1*,1.1,5.8,-1.8
Cc1nc2scc(C)n2c(=O)c1S(=O)(=O)NCCc1ccc(Cl)cc1,-1.8,9.6,-2.2,12.6,6.7,0.3,8.2,5.3,-48.4
COC(=O)c1ccc2c(CCO)c[nH]c2c1,4.6,5.3,6.7,-0.6,6.3,1.9,20.9,-5.8,2.4
Cc1ccc(CNC(=O)C2CCCN(S(C)(=O)=O)C2)cc1 (centres undefined),-0.3,-3.0,-0.7,-1.3,-2.7,3.8,-11.7,8.7,-0.9
O=[N+]([O-])c1ccc(C(O)C(CO)NC(=S)Nc2ccccc2)cc1 (centres undefined),6.3,-4.7,-0.9,4.7,-1.8,-2.6,-4.8,5.1,-2.2
O=C(c1ccoc1)N1CCC2(CC1)Oc1ccc(F)cc1C(=O)C21CC(c2ccccc2)=NO1 (centres undefined),-2.9,8.3,-1.4,-2.4,-0.2,1.6,10.8,3.1,-3.9
CCCCOC(=O)c1ccc(NC(=O)C(=O)NCCN(C)C)cc1,-0.9,-1.7,-1.9,-0.3,1.2,5.0,2.3,-9.1,0.4
CC1=C(C(=O)OC(C)C)C(c2coc3ccccc3c2=O)C2=C(CCCC2=O)N1 (centres undefined),5.9,-5.0,-0.8,2.3,-0.1,3.8,7.3,-2.9,-0.8
CCC1CCC2(CC1)NC(=O)N(CC(=O)NCc1ccc(Cl)cc1)C2=O (centres undefined),9.6,5.9,.,8.3,.,2.4,.,.,9.4
O=C(CN1CCSCC1)N/N=C/c1ccc(F)c(F)c1,3.6,6.8,4.9,0.2,8.3,6.9,-2.2,0.4,5.2
CC(C)C(NC(=O)c1ccccc1)C(=O)N/N=C\c1ccco1 (centres undefined),2.5,-0.7,0.6,5.7,-1.0,-1.8,-0.9,0.1,-10.0
CCOC(=O)CCn1nc(-c2ccccc2)cc1N,5.8,11.5,0.3,2.1,2.9,-7.1,3.2,-16.2,-9.0
COc1ccccc1NC(=O)Cn1c([N+](=O)[O-])cnc1C,10.7,8.8,2.3,4.0,25.5,2.5,-7.0,-3.1,-2.4
Cc1ccc(CSCC(=O)N2CCCC2)cc1,6.4,-1.3,-7.1,5.6,-5.4,-3.5,-0.9,-3.8,4.0
O=C(NC(=S)NCc1ccccc1)C1CC1,.,.,-1.4,.,-3.4,-2.3,11.9,14.7,-2.4
COc1ccc(C2CC(=O)Nc3ccccc3S2(=O)=O)cc1OC (centres undefined),7.0,-4.3,3.5,0.1,12.6,5.7,-4.6,4.0,6.6
Cc1ccc(/C=N/NC(=O)c2cccs2)s1,0.1,-5.8,-0.5,2.1,1.1,1.1,-7.0,1.3,8.6
COc1ccc(CCNC(=O)CCC(=O)n2ncc3cc(C)ccc32)cc1OC,-7.5,2.4,1.4,1.4,2.6,-3.0,-9.7,6.4,21.1
O=[N+]([O-])c1cccc(C2Nc3cccc4cccc(c34)N2)c1,10.7,-12.8,-4.6,-1.2,1.7,12.5,6.0,6.3,20.8
CC1CCCCC1NC(=O)CCS(=O)(=O)c1ccc2c(c1)NC(=O)CO2 (centres undefined),12.4,26.2,-2.7,7.4,-3.7,3.2,-4.9,-3.4,6.8
CCn1nnc2cc(C(=O)N3CCC(C(=O)OC)CC3)ccc21,0.2,6.1,.,-0.1,.,5.9,.,.,4.0
COc1ccc(S(=O)(=O)N(CC(=O)N/N=C/c2cccs2)c2ccc(C)cc2)cc1OC,6.7,-0.8,-4.5,2.0,-2.5,1.8,6.0,-7.3,-88.7
CN(C)CCNC(=O)c1onc(CSc2ccc(F)cc2)c1C(=O)NCCN(C)C,3.1,9.4,2.8,6.0,1.9,3.8,-2.3,2.5,-24.3
COc1ccc(-c2cn(CCC(=O)NCc3ccc(C)cc3)c(CCN)n2)cc1,-10.3,-3.2,0.5,-2.1,1.3,0.6,22.5,16.6,-80.1
Cc1ccc(N2CC(C(=O)Nc3nnc(SCc4cccnc4)s3)CC2=O)cc1 (centres undefined),7.4,0.4,-1.0,-6.6,13.3,3.0,4.8,-4.0,-3.7
CC(=O)Nc1nc(C)c(Cc2ccccc2)c(=O)[nH]1,-0.7,5.0,0.2,-0.3,-10.0,-3.6,2.7,-4.5,-12.6
Cn1ccnc1C1CCCCN1C(=O)c1cc(COc2ccc(F)cc2F)on1 (centres undefined),-6.1,-2.0,0.4,4.9,1.4,1.7,6.8,-10.0,5.9
c1ccc(-c2ccc(-c3ccccn3)s2)nc1,2.6,0.4,0.4,1.2,2.3,0.0,-0.1,4.2,-6.5
